Compound activity: PubChem, Broad Institute
GSIS activator: GLuc luminescence reporter in INS-1E cells, primary screen for activators of glucose-dependent secretion of insulin; activation, % at 16.6 µM; INS-1E GLuc reporter insulin secretion, 2-3 h; AID 743287; 0.61% of 370,000 active;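 active means lowest replicate activation of at least 40%, so every replicate reaches that level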;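 further: 0% = median of neutral control wells and 100% = median of IBMX positive control wells; some compounds called inactive have numbers as strong as hits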
PGC1a acetyl inh: modulators of PGC1a acetylation | 0.17% of 350,000 active | inhibition, % at 15.6 µM | U2OS PGC1a acetylation, AlphaScreen anti-acetyl-lysine; with virally co-expressed GCN5 acetyltransferase;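 active means every replicate shows inhibition of at least 40%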;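 further: 0% = neutral control wells and 100% = positive control wells; some results beyond the cut were filed as inactive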
Cneo AK release: causes C. neoformans cell lysis; lysis activity, % at 15 µM; 0.2% of 360,000 active; adenylate kinase release luminescence, 4 h; normalised: neutral wells 0, clomiphene wells 100;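 active means mean lysis activity across replicates of at least 80%, whatever share of replicates individually reach that level; inactive means mean lysis activity below 80%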
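Material: C. neoformans cells | Amount: Yeast cell density of 5 × 10^6 cells/mL | Medium: Fresh YPD growth medium | Dosing: Single dose | Times: Static 4 h at 37 °C with compound, 1 h detection | Detection: AK luminescence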
PglD inh: PglD (C. jejuni) enzyme inhibition; inhibition, % at 12.5 µM; 0.098% of 360,000 active; purified PglD enzyme, DTNB colorimetric CoA detection; in the data active means inhibition above about 16%, passing the limit was not always enough; further: strong numbers were not always called active
F508del corr: CFTR F508del correction in bronchial cells | CFBE cells, YFP halide quenching; stimulated with forskolin plus potentiator P3; % fluorescence drop versus neutral controls | activity (quench increase), % at 7.58 µM | 0.36% of 350,000 active;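 active means mean added fluorescence quench of at least 8% versus neutral control, with both replicates also reaching 8%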;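 further: cells transiently co-express mutant CFTR-F508del with the halide-sensitive YFP; corrector assay measuring rescue of mutant channel to the surface after 24 h compound exposure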
Statin myotox sup: protects C2C12 myotubes from simvastatin toxicity | ATP luminescence, 48 h; scaled: DMSO 0, geranylgeraniol control 100 | rescue of ATP level, % at 7.49 µM | 0.78% of 330,000 active;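 active means mean ATP rescue above about 67%, or every replicate alone reaching that limit, limit read from the data, passing the limit was not always enough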;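 further: myotubes were challenged with 10 µM simvastatin during compound exposure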
miR122 inh: inhibitors of miR-122 in Huh7 cells; Huh7 miR-122 Renilla luciferase sensor, 48 h; neutral wells = 0, positive control = 100; activation (reporter increase), % at 12.5 µM; 0.3% of 340,000 active; AID 602342;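 active means mean replicate activation score at least 90 and every replicate individually at or above 90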;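 further: higher luciferase means less miR-122 activity so hits act as miR-122 inhibitors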
FN deposition inh: fibronectin deposition inhibition; 0.086% of 350,000 active; AID 743247; AH1F fibroblasts, Alexa488-fibronectin deposition fluorescence, overnight; inhibition, % at 12.6 µM;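 active means mean inhibition across replicates of 30% or more, regardless of how many single replicates reach that level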;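 further: positive control wells lacked labelled fibronectin entirely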
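Material: AH1F fibroblast monolayer depositing Alexa488-labelled fibronectin into matrix / Amount: 10000 AH1F cells per well / Signal: fluorescence 485/525 nm / Medium: DMEM, 2% serum / Compound: single dose, pinned / Incubation: 1 h cell adhesion before compound, then overnight fibronectin incubation / Reagent: Alexa488-FN, 24 nM final / Read-out: inhibition of fibronectin deposition signal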
The depositor's hits bear a star; . = no result given; & = joins results of further samples; [ ] = remark or other dose.

SMILES | GSIS activator | PGC1a acetyl inh | Cneo AK release | PglD inh | F508del corr | Statin myotox sup | miR122 inh | FN deposition inh
COc1ccccc1C(=O)NCC(=O)OCc1nnc(-c2ccccc2)o1 | -2 | -3 | 5 | -3 | 0.6 | -2 | 2 | -5
O=C(Nc1ccc2c(c1)OCO2)C1(S(=O)(=O)c2ccc(Cl)cc2)CC1 | 0 | -24 | -1 | 3 | . | 30 | 5 | .
C[C@H](CO)N1C[C@H](C)[C@H](CN(C)Cc2cncnc2)Oc2cc(-c3ccncc3)ccc2S1(=O)=O | 6 | 0 | -4 | -3 | 6.7 | . | -3[16.7 µM] | -14
CCOc1ccccc1N1CCN(C(=O)c2cc(C)oc2C)CC1 | -36 | -12 | . | . | 0.5 | . | -4 | .
Cc1ccc(-c2csc3ncnc(Sc4nnc(CN5CCCCCC5=O)o4)c23)cc1 | . | 25 | -1 | 1 | . | 17 | -23 | 11
CCCNC(=O)N1CC[C@@H]2[C@H]1c1cc(-c3ccccc3)ccc1N(C)[C@H]2CO | -7 | -5 | 5 | 1 | 2.8 | 28 | -8[16.7 µM] | -18
Fc1cccc(CCN2CCN=C2Nc2ccccc2)c1 | -8 | -9 | 2 | 0 | -1.4 | 1 | 4 | 1
COc1ccc(C(=O)N2CCCC(Nc3ccc(C)c(C)c3)C2)c(OC)n1 (stereo not given) | 8 | . | -1 | 3 | -3.2 | 13 | -2 | 6
Cc1cc(-c2nnc(SCC(=O)c3ccc(F)cc3)o2)no1 | -2 | -21 | -2 | . | 0.9 | . | -4 | -8
CC(Oc1ccc(Br)cc1)C(=O)Nc1nc(-c2ccccn2)cs1 (stereo not given) | -5 | . | 9 | 4 | -2.5 | 5 | 16 | 2
CC1=C(C(=O)OCc2ccccc2)C(c2cccc3ccccc23)NC(=O)N1CCCC(=O)O (stereo not given) | 3 | 0 | 5 | 2 | 0.3 | 13 | -3 | -1
COc1ccccc1CNC(=O)C[C@H]1C=C[C@H](NC(=O)CC2CC2)[C@H](CO)O1 | 2 | -2 | 13 | 1 | 2.0 | -2 | . | 3
C=C(C)CN(CC)c1nc(N)c(C#N)c(CC#N)c1C#N | . | -16 | -6 | 3 | . | -6 | 23 | 1
O=C(C[C@H]1CC[C@@H]2[C@H](COC[C@H](O)CN2C(=O)c2ccc(F)cc2)O1)NCc1cccc(F)c1 | -7 | 3 | -1 | -2 | -0.8 | 7 | 3[16.7 µM] | -1
CCOc1ccccc1CNC(=O)c1ccccc1NC(=O)C1=CSCCO1 | 0 | -5 | -1 | 3 | -0.2 | -12 | 1 | -8
O=C(NCc1ccc2c(c1)OCO2)c1ccc2c(c1)OCO2 | 16 | -4 | 2 | -1 | 6.5 | 3 | 1 | -12
Oc1cc(NCCc2cccnc2)cc2cccnc12 | -28 | 22 | -1 | -10 | 2.5 | 25 | -3 | -4
CCc1nc2cccnc2n1-c1ccc(CC(=O)O)cc1 | 34 | 10 | 0 | 7 | -0.8 | 8 | -9 | 0
O=C(N/N=C/c1ccccc1O)c1cccc(C(F)(F)F)c1 | 4 | -8 | 2 | 4 | . | . | 27 | .
C[C@H]1CN([C@@H](C)CO)C(=O)c2cc(NC(=O)CCC(F)(F)F)ccc2O[C@@H]1CN(C)S(=O)(=O)c1ccc(F)cc1 | -15 | -3 | 2 | -2 | 2.4 | 6 | 0[16.7 µM] | -8
Cc1nc(SCC(=O)NCc2ccco2)[nH]c(=O)c1C | 6 | 11 | 0 | 5 | 1.7 | -15 | 0 | .
COc1ccccc1N1CCN(C(=O)CCSCc2ccccc2F)CC1 | -2 | -7 | . | . | 2.0 | . | 1 | 0
NC(=O)CC(NC(=O)Cc1cccc2ccccc12)c1ccc(NC2CCCCCC2)c([N+](=O)[O-])c1 (stereo not given) | 11 | . | -1 | -4 | 2.6 | 2 | . | 10
O=c1oc2ccccc2cc1-c1nc(-c2cccs2)cs1 | . | 1 | 1 | 6 | . | -19 | . | 13
CC(CNC(=S)Nc1cc(F)cc(F)c1)CSc1ccc(Cl)cc1 (stereo not given) | -61 | -9 | 8 | -1 | -2.8 | 17 | 38 | -13

Full records from above.
Cc1nc(SCC(=O)NCc2ccco2)[nH]c(=O)c1C reads GSIS activator: 6; PGC1a acetyl inh: 11; Cneo AK release: 0; PglD inh: 5; F508del corr: 1.7; Statin myotox sup: -15; miR122 inh: 0; FN deposition inh: .
C[C@H](CO)N1C[C@H](C)[C@H](CN(C)Cc2cncnc2)Oc2cc(-c3ccncc3)ccc2S1(=O)=O reads GSIS activator: 6; PGC1a acetyl inh: 0; Cneo AK release: -4; PglD inh: -3; F508del corr: 6.7; Statin myotox sup: .; miR122 inh: -3[16.7 µM]; FN deposition inh: -14

Later entries.
SMILES | GSIS activator | PGC1a acetyl inh | Cneo AK release | PglD inh | F508del corr | Statin myotox sup | miR122 inh | FN deposition inh
COc1ccccc1NC(=S)N1CCN(c2ncccn2)CC1 | 29 | -1 | -1 | 4 | 0.6 | -8 | 4 | 10
Cc1c(C(=O)OC2CCCCC2)[nH]c2c1C(=O)CC(C)(C)C2 | . | 2 | 1 | -7 | . | -39 | 3 | .
O=C(N/N=C/c1cccc2ccccc12)c1ccccc1Cl | -24 | . | -4 | 3 | 0.5 | 0 | -2 | -2
NS(=O)(=O)c1ccc(N=Nc2c(O)c(C(=O)O)cc3ccccc23)cc1 | 1 | . | 0 | -2 | 3.9 | -2 | . | .
Cc1[nH]n(-c2ccc(Br)cc2)c(=O)c1/C=N/NC(=O)c1ccccc1 | 7 | . | -3 | 4 | -0.8 | 15 | . | -3
CC1(C)Cc2c(c(-c3ccccc3)nc(N3CCCC3)c2C(N)=O)CO1 | . | -2 | -5 | -2 | . | -2 | 4 | .
NS(=O)(=O)c1cccc(NC(=O)COC(=O)Cc2ccc(Cl)cc2)c1 | -1 | -5 | -2 | -3 | -0.7 | 2 | -5 | -25
O=C(OCC(=O)N1CCN(c2cccc(Cl)c2)CC1)c1ccco1 | -8 | . | -4 | -5 | -0.1 | 7 | . | 5
N#Cc1cn(CC(=O)NCc2cccnc2)c2ccccc12 | -5 | 2 | 6 | -2 | -3.2 | 15 | 8 | .
O=C(/C=C/c1ccco1)Oc1ccc(C(=S)N2CCOCC2)cc1 | -11 | -4 | . | . | 1.1 | . | . | 1
O=C(Nc1cc(Cl)cc(Cl)c1)N[C@@H]1CC[C@@H](CCNS(=O)(=O)c2cccc(F)c2)O[C@H]1CO | -28 | 1 | 4 | 3 | 3.0 | -19 | . | -2
COc1ccc2nc(C(C)O)[nH]c2c1 (stereo not given) | . | . | 0 | 3 | . | . | -6 | -6
CC(C)NC(=O)N(C)C[C@H]1Oc2cc(Br)ccc2S(=O)(=O)N([C@H](C)CO)C[C@H]1C | 3&7 | -11&-3&-1 | 0&3&2 | 1&3&0 | -0.8&1.3&-1.5 | -7&-18&-12 | 2 | -9&-6
CCC1=Nc2cc(C(=O)NCCN3CCOCC3)ccc2Sc2ccc(C)cc21 | 9 | . | 1 | -3 | -0.6 | -4 | 9 | -13
Cc1cc(N2C(=O)Cc3ccccc3C2=O)ccc1C(C)C | 26 | 5 | -3 | 4 | 0.0 | 0 | -4 | -1
COc1cccc(/C=C/C(=O)NNC(=O)c2ccco2)c1OC | 7 | -2 | -4 | -2 | -3.8 | 1 | 1 | -1
O=C(CCc1ccc(S(=O)(=O)N2CCOCC2)cc1)NCCc1ccccn1 | . | 11 | 1 | 0 | . | 7 | 1 | 0
O=C(C[C@@H]1CC[C@H]2[C@@H](COC[C@H](O)CN2CC2CC2)O1)NCc1ccc(Cl)cc1 | -3 | 0 | 49 | 4 | -2.0 | 2 | 14[16.7 µM] | -4
CC(/C=C/c1ccco1)=N\NC(=O)c1cc(C)[nH]n1 | 4 | 20 | . | . | . | 34 | -18 | -6
O=C(CN1C(=O)NC2(CCCCCCC2)C1=O)NCc1ccc(Cl)cc1 | 2 | . | 1 | -1 | 3.0 | 5 | . | -12
C[C@H](O)C#Cc1cnc2c(c1)C(=O)N([C@H](C)CO)C[C@@H](C)[C@@H](CN(C)C(=O)c1ccc(F)cc1)O2 | 2 | 6 | -14 | 10 | -2.8 | 0 | . | .
CCN(Cc1ccccc1)C(=O)C1CCN(CC2CC=CCC2)CC1 (stereo not given) | . | 0 | 19 | -3 | . | . | 0 | 2
CCOC(=O)CSc1nc2ccccc2c(=O)n1CC1CCCO1 (stereo not given) | . | -1 | 1 | 6 | . | -12 | -2 | 2
Cc1cccc2cc(CN(CC3CCCO3)C(=O)c3cnccn3)c(=O)[nH]c12 (stereo not given) | . | 1 | -1 | -1 | . | 10 | -7 | .
O=C(Nc1ccc2nn(-c3ccccc3)nc2c1)c1ccc2c(c1)OCO2 | . | . | 1 | -1 | . | -41 | -7 | .

Continued:
SMILES | GSIS activator | PGC1a acetyl inh | Cneo AK release | PglD inh | F508del corr | Statin myotox sup | miR122 inh | FN deposition inh
CCCCNC(=O)CSc1nnc(-c2c[nH]c3ccccc23)n1CC1CCCO1 (stereo not given) | 9 | -5 | . | . | -2.7 | . | 10 | .
CNC[C@H]1Oc2ccc(NS(=O)(=O)c3ccc(OC)cc3)cc2CC(=O)N([C@H](C)CO)C[C@@H]1C | -7 | 4 | . | . | -0.1 | -2 | -5[16.7 µM] | .
COC(=O)CNC(=O)c1cc(-c2ccncc2)nc2ccc(C)cc12 | 6 | . | -2 | 4 | 1.5 | -5 | . | 5
C/C(Cn1nc([N+](=O)[O-])cc1C)=N\NC(=O)c1ccc(C(C)(C)C)cc1 | . | 4 | 0 | . | . | 6 | 3 | -2
NC(=O)NC(CC(=O)NNC(=O)c1ccccn1)c1ccccc1Cl (stereo not given) | 2 | 7 | 2 | 4 | -0.3 | 6 | -3 | -3
O=C(NCc1ccccc1)c1cccc2c(-c3cccnc3)coc12 | 9 | 6 | -2 | 0 | 0.1 | 4 | 5 | 7
CC(C)NC(=O)N(C)C[C@@H]1Oc2ncc(Br)cc2C(=O)N([C@H](C)CO)C[C@@H]1C | 12 | 11 | -2 | 1 | -2.4 | -7 | -6[16.7 µM] | .
COc1ccc(CNC(=O)C[C@H]2CC[C@@H](NC(=O)CN(C)C)[C@H](CO)O2)cc1 | 8 | -3 | 3 | 1 | -1.1 | 0 | . | 2
COc1ccc(OC)c(CCNC(=O)c2ccc3c(=O)[nH]c4c(C(=O)NC(C)C)sc(=S)n4c3c2)c1 | -5 | -9 | -4 | 1 | -1.4 | 10 | -3 | -6
COCCOC(=O)C1=C(C)NC(=O)NC1c1c(OC)ncnc1OC (stereo not given) | . | 3 | -2 | -2 | . | -2 | -17 | 4
Cc1ccc(S(=O)(=O)Cc2ccc(C(=O)N3CCN(c4ccc(F)cc4)CC3)o2)cc1 | -5 | 3 | -2 | -2 | -0.6 | -10 | 12 | -5
C[C@@H]1CN([C@@H](C)CO)C(=O)c2cc(-c3ccc(F)cc3)cnc2O[C@H]1CN(C)S(C)(=O)=O | 2 | -15 | -1 | 1 | -2.1 | -4 | -7[16.7 µM] | -2
Cc1ccc(S(=O)(=O)N(C)C[C@@H]2Oc3c(NC(=O)C4CCCCC4)cccc3C(=O)N([C@H](C)CO)C[C@@H]2C)cc1 | 22 | . | -2 | 3 | -2.0 | -17 | 35[16.7 µM] | .
FC(F)(F)C1CC(c2cccs2)Nc2ncnn21 (stereo not given) | . | 9 | 2 | -3 | . | 2 | -4 | .
N#CCSc1nnc(-c2ccc(F)cc2)n1N | 6 | -7 | . | . | 2.0 | . | . | 2
COc1ccc(C(=O)Nc2sc(C)c(C)c2CN2CC(C)OC(C)C2)cc1 (stereo not given) | . | -2 | . | . | -3.7 | 0 | -9 | -6

Hits appear at their usual frequency, and some 2.1% of all compounds hit somewhere here.
